hIAP block: human IAP inhibitors, primary screen, biochemical, luminescence, uHTS; Intestinal-type alkaline phosphatase (Homo sapiens), P09923; purified IAP, CDP-Star luminescence, 30 min; inhibition, % at 10 µM; 330,000 compounds, 0.12% hits; AID 2544, 2010;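 active = inhibition reaching a set limit with compound at 10 µM in the primary screen, cut at about 35% in these data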;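 note: plate controls were DMSO wells with enzyme for no effect and no-enzyme buffer wells for full effect; values of inactives mirror those of a sister screen read the other way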
PfG6PD inh: PfG6PD enzyme inhibitors, primary screen, biochemical, fluorescence intensity, uHTS; inhibition, % at 20 µM; glucose-6-phosphate dehydrogenase-6-phosphogluconolactonase (Plasmodium falciparum 3D7); PfGluPho enzyme, NADPH resazurin-diaphorase fluorescence; 350,000 compounds, 0.78% hits;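 active = inhibition reaching at least a set limit at 20 µM in the primary screen, cut at about 59% in these data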;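 note: 0% = DMSO wells with substrate and 100% = DMSO wells lacking glucose-6-phosphate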
HKDC1 inh: HKDC1 hexokinase inhibitors, primary screen, biochemical, fluorescence, uHTS; inhibition, % at 20 µM; recombinant HKDC1, G6PDH/diaphorase resazurin coupled fluorescence; AID 493160, 2011; 340,000 compounds, 0.16% hits;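 active = inhibition above about 35% when tested at 20 µM, limit read from the data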;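 note: plate controls were DMSO wells with enzyme for no effect and DMSO wells lacking enzyme for full effect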
Target sequence (Q2TB90 whole entry, looked up): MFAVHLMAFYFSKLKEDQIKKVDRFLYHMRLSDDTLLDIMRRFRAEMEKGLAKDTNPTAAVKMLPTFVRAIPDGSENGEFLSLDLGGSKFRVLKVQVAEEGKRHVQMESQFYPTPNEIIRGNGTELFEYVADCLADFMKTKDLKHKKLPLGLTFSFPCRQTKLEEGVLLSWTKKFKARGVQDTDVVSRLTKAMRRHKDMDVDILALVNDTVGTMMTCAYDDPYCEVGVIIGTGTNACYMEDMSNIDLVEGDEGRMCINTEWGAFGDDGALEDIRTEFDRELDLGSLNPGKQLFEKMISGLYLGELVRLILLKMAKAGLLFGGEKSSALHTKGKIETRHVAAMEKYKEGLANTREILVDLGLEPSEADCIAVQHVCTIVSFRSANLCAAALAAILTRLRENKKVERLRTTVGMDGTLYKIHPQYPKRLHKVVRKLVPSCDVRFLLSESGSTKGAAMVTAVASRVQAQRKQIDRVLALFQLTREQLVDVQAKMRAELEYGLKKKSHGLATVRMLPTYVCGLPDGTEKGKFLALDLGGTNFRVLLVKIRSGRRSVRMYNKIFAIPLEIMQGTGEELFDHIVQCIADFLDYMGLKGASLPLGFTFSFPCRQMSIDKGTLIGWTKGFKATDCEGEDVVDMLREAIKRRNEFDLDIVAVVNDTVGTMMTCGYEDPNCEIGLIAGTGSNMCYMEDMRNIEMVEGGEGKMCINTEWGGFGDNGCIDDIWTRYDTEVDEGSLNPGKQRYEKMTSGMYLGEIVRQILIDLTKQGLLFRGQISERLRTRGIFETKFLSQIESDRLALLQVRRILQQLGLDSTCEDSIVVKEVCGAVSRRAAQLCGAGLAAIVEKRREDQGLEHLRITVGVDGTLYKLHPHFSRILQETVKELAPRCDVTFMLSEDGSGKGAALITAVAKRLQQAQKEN
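Material – in-house recombinant HK5 (HKDC1) enzyme · Quantity – HKDC1 at 5 µg/mL · Buffer or medium – pH 8.0 Tris buffer with 10 mM MgCl2 · Reagent – glucose with 1 mM ATP · Dosing – single 20 µM dose · Times – reaction time 90 min, room temperature, protected from light · Technique – resorufin fluorescence at 613 nm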
hIAP act: human IAP activators, primary screen, biochemical, luminescence, uHTS; Intestinal-type alkaline phosphatase (Homo sapiens), P09923; 330,000 compounds, 0.16% hits; activation factor at 10 µM; purified human IAP, CDP-Star luminescence, 30 min; active compounds read high; 1 = vehicle-only enzyme, 0 = enzyme-free background;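 active = activation factor of the enzyme at least 2-fold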; note: the source names both 10 and 20 µM as test concentration; values of inactives mirror those of a sister screen read the other way
ATG4B inh: ATG4B protease inhibitors, primary screen, biochemical, fluorescence, uHTS. inhibition, % at 8.33 µM. AID 504462, 2011. Cysteine protease ATG4B (Homo sapiens), Q9Y4P1. ATG4B cleavage of LC3-PLA2, NBD-HPC fluorescence, 1 h. 340,000 compounds, 0.51% hits; in the data active = inhibition above about 40%
A3A deaminase: APOBEC3A ssDNA deaminase inhibitors, primary screen, selectivity assay for APOBEC3G inhibitor project, biochemical, FAM/TAMRA oligo cleavage fluorescence; recombinant A3A, FAM/TAMRA ssDNA deamination fluorescence; inhibition, % at 20 µM; DNA dC->dU-editing enzyme APOBEC-3A (Homo sapiens), P31941; 330,000 compounds, 0.41% hits;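 active = at least 40% inhibition at 20 µM here, with at most 30% in a related deaminase screen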;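 note: plate controls were A3A with DMSO for no effect and wells lacking A3A enzyme for full effect; some results filed as inactive read as strong as hits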
Target sequence (P31941 whole entry, looked up): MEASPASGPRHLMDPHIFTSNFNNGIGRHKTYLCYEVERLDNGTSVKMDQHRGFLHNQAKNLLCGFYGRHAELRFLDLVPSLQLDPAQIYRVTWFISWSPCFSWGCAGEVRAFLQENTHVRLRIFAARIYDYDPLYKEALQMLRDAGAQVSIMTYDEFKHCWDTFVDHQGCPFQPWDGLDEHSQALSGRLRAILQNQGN
mIAP inh: inhibitors of mouse IAP, primary screen, biochemical, luminescence, uHTS. purified mouse IAP, CDP-Star luminescence, 30 min. inhibition, % at 10 µM. 330,000 compounds, 0.2% hits. AID 2806, 2010;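 active = inhibition of at least 40% at 10 µM in the primary screen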;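 note: plate controls were DMSO with enzyme for no effect and no enzyme wells for full effect; values of inactives mirror those of a sister screen read the other way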
mIAP activ: activators of mouse IAP, primary screen, biochemical, luminescence, uHTS. muIAP, CDP-Star luminescence, 30 min; active compounds read high; 1 = vehicle-only enzyme signal, 0 = enzyme-free wells. activation factor at 10 µM. 330,000 compounds, 0.24% hits. AID 2805, 2010;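 active = activation factor of at least 2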; note: the source names both 10 and 20 µM as test concentration; values of inactives mirror those of a sister screen read the other way
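Assay system: mouse IAP enzyme; reagent: chemiluminescent substrate CDP-Star; dosing: test compounds delivered from DMSO solution; schedule: 30 min at room temperature; measured by: luminescence from enzymatic CDP-Star hydrolysis; controls: DMSO-only wells and no-enzyme negative control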
The depositor's hits bear a star; nt = not tested or not shown. Rows are unselected. About 2.4% of those tested had a hit in this group.

SMILES	hIAP block	PfG6PD inh	HKDC1 inh	hIAP act	ATG4B inh	A3A deaminase	mIAP inh	mIAP activ
CCN(CC)CCN(Cc1cc2cc3c(cc2[nH]c1=O)OCCO3)C(=O)NC1CCCCC1	10	-21	-8	0.9	-11	0	2	0.98
CCn1c(=O)c(C(=O)NCc2ccccc2)c(O)c2ccccc21	-11	-10	-7	1.1	0	0	6	0.94
CN(C)c1ccc(/C=C2/NC(=O)NC2=O)cc1	-15	0	-13	1.2	2	-1	4	0.96
COC(=O)c1ccccc1N(Cc1ccccc1)S(C)(=O)=O	-25	-9	-6	1.3	-2	-2	-3	1
CCc1ccccc1N(C(=O)c1snc(C(N)=O)c1N)C(C(=O)NCC1CCCO1)c1ccc(OC)c(OC)c1 (configuration not stated)	-23	-12	5	1.2	2	3	-6	1.1
O=C(NCc1cccs1)c1ccc([N+](=O)[O-])cc1Cl	3	4	-12	0.97	-3	2	-4	1
Clc1ccc(Cn2ncc3c(NCc4ccco4)ncnc32)c(Cl)c1	10	0	6	0.9	4	-8	-8	1.1
O=C1c2ccccc2C(=O)N1CCCc1c[nH]c2ccc(Cl)cc12	14	7	0	0.86	53*	-1	6	0.94
COC(=O)c1ccc(CNC(=O)Cn2nnnc2CN(C)C(C)C)cc1	12	-8	-7	0.88	6	1	-9	1.1
CN(C)S(=O)(=O)c1ccc(Cl)c(C(=O)OCC(=O)NC(=O)c2cccn2C)c1	7	-10	7	0.93	14	3	2	0.98
Cc1cc(C(=O)N/N=C/c2cc(Br)ccc2OC(=O)c2ccc(Br)cc2)n[nH]1	26	nt	nt	0.73	nt	-3	13	0.87
O=c1cnnc(Nc2ccc(F)cc2)[nH]1	-21	15	-11	1.2	-2	3	6	0.94
Cc1ccccc1S(=O)(=O)Cc1ccc(C(=O)NC2CCC(C)CC2)o1 (configuration not stated)	-2	4	-3	1	-1	-5	0	1
Cn1c(SCc2ccc3c(c2)OCO3)nnc1-c1ccccc1	-9	13	-2	1.1	3	-5	1	0.99
Cc1ccc(SCC(=O)OCC(=O)NCc2cccs2)cc1	-12	2	-3	1.1	-6	20	-4	1
O=C(COc1coc(CN2CCN(c3ccc(F)cc3)CC2)cc1=O)NC1CCCC1	-21	-3	-3	1.2	-4	-3	2	0.98
O=C(COC(=O)/C=C/c1ccccc1Cl)NCc1ccccc1	5	0	-10	0.95	5	-2	-3	1
COCCNC(=O)CN(Cc1ccc(Cl)cc1)S(C)(=O)=O	6	-3	1	0.94	-2	0	0	1
CCCN1CCN(CC(=O)Nc2nnc(C)s2)CC1	6	-9	-5	0.94	0	-1	-9	1.1
Cc1ccc(NC(=O)c2cc(C)n(-c3cccc(C)c3)c2C)cc1	4	82*	-8	0.96	16	2	-22	1.2
Cc1ccccc1CN1CCNC(=O)C1CC(=O)NCCC1=CCCCC1 (configuration not stated)	-18	7	1	1.2	8	0	4	0.96
COc1ccc(N/C=C/C(=O)c2ccc(Cl)cc2)cc1	-11	9	17	1.1	-1	-5	-12	1.1
CS(=O)(=O)N1CCC(C(=O)NCCc2ccccc2)CC1	4	7	8	0.96	-7	13	-1	1
CCCCNC(=O)C(=O)N/N=C/c1ccc(C(=O)OC)cc1	-3	-8	-8	1	3	0	6	0.94
OCCN1CCN(c2ncnc3scc(-c4ccc(F)cc4)c23)CC1	5	-21	-2	0.95	1	-5	-1	1
COc1ccc(CCC(=O)NC2CCCc3ccccc32)cc1OC (configuration not stated)	-11	-8	0	1.1	3	24	2	0.98
C=CCN(C(=O)Cn1nnc2ccccc21)C(C(=O)NCCOC)c1ccc(OC)cc1OC (configuration not stated)	2	-1	-9	0.97	-5	-2	9	0.91
CCc1ccc(OCC(=O)N(C)C2CCS(=O)(=O)C2)cc1 (configuration not stated)	-7	-11	-4	1.1	-5	4	-6	1.1
N#CCSc1ccccc1NC(=O)COC(=O)CCN1C(=O)C2CC=CCC2C1=O (configuration not stated)	-2	-12	-3	1	-2	-2	-11	1.1
CC(=O)N1CCN(C(=O)CCc2nc3sc4c(c3c(=O)[nH]2)CCCC4)CC1	20	3	-6	0.8	-7	0	0	1
CCOC(=O)c1ccc(NC(=O)Nc2ccc(OC)c(OC)c2)cc1	-8	14	4	1.1	-4	-5	-94	1.9
CCOc1ccc(C2C(C(=O)c3ccco3)=C(O)C(=O)N2Cc2cccnc2)cc1OC (configuration not stated)	-5	16	7	1	2	-3	1	0.99
Cc1ccc(C(=O)N2CC(=O)Nc3ccc(F)cc3C2c2ccccc2)cc1 (configuration not stated)	-3	3	12	1	-8	-4	-2	1
Cn1c(CCc2ccccc2)n[nH]c1=S	-2	16	5	1	-4	-1	-13	1.1
O=C(CSc1nnc(CNC(=O)c2ccc(F)cc2)o1)NCc1ccccc1	-21	1	-10	1.2	2	2	2	0.98
Cc1ccccc1C(=O)NC1CCCN(Cc2ccccc2F)C1 (configuration not stated)	-17	-11	7	1.2	1	-6	-1	1
Cn1c(C(=O)NCC2CCCO2)cc2c(=O)n(C)c3ccccc3c21 (configuration not stated)	2	14	9	0.98	-3	-1	-1	1
COC(=O)C1C2C=CC3(CN(c4cccc(C)c4)C(=O)C13)O2 (configuration not stated)	1	4	0	0.99	-8	9	0	1
CCOC(=O)C1CCN(c2c([N+](=O)[O-])c(C(Cl)Cl)nn2-c2ccccc2)CC1	-34	-4	-6	1.3	1	-3	10	0.9
O=P(O)(O)CCP(=O)(c1ccccc1)c1ccccc1	0	-1	5	1	-2	18	7	0.93
Cc1cc(C)c(C(=O)CSc2nnc(C)c(=O)[nH]2)cc1C	0	-19	-6	1	-7	-1	8	0.92
O=C(NCCc1csc(-c2cccnc2)n1)c1ccccc1	-4	1	-3	1	-8	-4	-9	1.1
O=C(N1CCCCCC1)N1CCN(S(=O)(=O)c2cccc([N+](=O)[O-])c2)CC1	-32	0	-2	1.3	-2	-3	0	1
CCN(C(=O)CN1CCN(c2ccccc2)CC1)c1c(N)n(Cc2ccccc2)c(=O)[nH]c1=O	-9	17	-3	1.1	-6	0	-2	1
CCCN1CCN(C(c2cc3cc4c(cc3[nH]c2=O)OCO4)c2nnnn2C(C)(C)C)CC1 (configuration not stated)	14	13	0	0.86	3	6	3	0.97
Cc1nc(Nc2nc(-c3ccccc3)cc(=O)[nH]2)nc2ccccc12	-96	43	7	2	2	8	18	0.82
COc1ccc(CCN(C(=O)Cn2nnc3ccccc32)C(C(=O)NCC2CCCO2)c2ccncc2)cc1OC (configuration not stated)	-14	3	-3	1.1	-7	1	5	0.95
COc1nc(-c2ccccc2)ccc1-c1noc(-c2cccnc2)n1	12	-5	0	0.88	-8	4	8	0.92
Cc1cc(C)n(-c2nc3ccccc3c(=O)n2OC2CCCCC2)n1	-14	-13	-3	1.1	7	-4	4	0.96
CC(=O)Nc1ccc(S(=O)(=O)Nc2nc3nc(-c4ccccc4)cc(-c4ccccc4)n3n2)cc1	4	-33	0	0.96	18	-4	0	1
Cc1nc2cc(C(=O)NCc3ccc4c(c3)OCO4)ccc2n1-c1ccc(Br)cc1	-1	2	-4	1	-14	-3	-43	1.4
CC(=O)OC1(C(F)(F)F)Oc2ccccc2NC1=O (configuration not stated)	12	-10	-7	0.88	4	1	-2	1
CN(C)CCNC(=S)Nc1ccc(Br)cc1	-1	-9	-9	1	4	-8	-16	1.2
COc1ccc(C(=O)NC(=S)Nc2ccccc2N2CCOCC2)cc1[N+](=O)[O-]	10	6	-8	0.9	18	-2	12	0.88
COc1ccc(/C=N\NC(=O)c2ccccc2Cl)cc1COc1c(F)c(F)c(F)c(F)c1F	-11	9	3	1.1	3	-5	12	0.88
CCOc1ccccc1N1CC(C(=O)N(C)Cc2cccnc2)CC1=O (configuration not stated)	-14	-17	0	1.1	0	0	-1	1
O=[N+]([O-])c1ccc(Cl)c(S(=O)(=O)NCC2CCCO2)c1 (configuration not stated)	-5	-1	-15	1.1	3	3	0	1
Cc1nnc(NC(=O)CSc2n[nH]c(-c3ccccc3)n2)s1	28	-7	-4	0.72	-4	-3	6	0.94
O=C(NCCCn1ccnc1)/C(=C\c1cccnc1)NC(=O)c1cccc(Br)c1	-4	0	1	1	-6	-1	-1	1
CC1=Nn2c(nnc2-c2cc(-c3ccccc3)n[nH]2)SC1	14	13	5	0.86	4	-1	-8	1.1

Arranged by the number under hIAP act (low to high): 5 from the list above.
SMILES	hIAP block	PfG6PD inh	HKDC1 inh	hIAP act	ATG4B inh	A3A deaminase	mIAP inh	mIAP activ
CC(=O)OC1(C(F)(F)F)Oc2ccccc2NC1=O (configuration not stated)	12	-10	-7	0.88	4	1	-2	1
CC(=O)Nc1ccc(S(=O)(=O)Nc2nc3nc(-c4ccccc4)cc(-c4ccccc4)n3n2)cc1	4	-33	0	0.96	18	-4	0	1
Cc1nc2cc(C(=O)NCc3ccc4c(c3)OCO4)ccc2n1-c1ccc(Br)cc1	-1	2	-4	1	-14	-3	-43	1.4
COc1ccc(/C=N\NC(=O)c2ccccc2Cl)cc1COc1c(F)c(F)c(F)c(F)c1F	-11	9	3	1.1	3	-5	12	0.88
O=C(N1CCCCCC1)N1CCN(S(=O)(=O)c2cccc([N+](=O)[O-])c2)CC1	-32	0	-2	1.3	-2	-3	0	1

Going on with the list.
SMILES	hIAP block	PfG6PD inh	HKDC1 inh	hIAP act	ATG4B inh	A3A deaminase	mIAP inh	mIAP activ
COc1ccc(-n2c(COc3ccc(C)cc3)nnc2SCC(N)=O)cc1	13	14	1	0.87	-7	-2	2	0.98
O=C(NC1CC1)C1CC(=O)N(c2ccccc2)C1 (configuration not stated)	5	1	-6	0.95	-2	0	0	1
COc1cc(NC(=S)N2c3ccccc3CC2C)cc(OC)c1 (configuration not stated)	20	12	-4	0.8	3	-6	-1	1
COc1cc2nc(C3CCC3)n(NC(=O)C3CCCC(OC)C3)c(=O)c2cc1OC (configuration not stated)	9	-8	-7	0.91	-5	-1	5	0.95
CCOC(=O)C1=C(COC(=O)CCOc2ccc(OC)cc2)NC(=O)NC1C (configuration not stated)	-15	3	-3	1.2	-3	-2	0	1
CC(=O)Nc1ccc(/C(C)=N/NC(=O)CN(c2ccccc2Br)S(C)(=O)=O)cc1	-16	-2	-10	1.2	27	-7	-5	1.1
CCCCOC(=O)c1ccc(NC(=O)C(=O)NCCN(C)C)cc1	21	-10	-7	0.79	3	-1	-2	1
Cc1cc(Cl)ccc1NC(=S)N1CCC(C(N)=O)(N2CCCCC2)CC1	8	6	-7	0.93	1	-6	-11	1.1
CN(CC(=O)O)S(=O)(=O)c1ccc2c(c1)NC(=O)CC(=O)N2	6	-9	-4	0.94	7	2	-2	1
CCc1c(C)nc2ncnn2c1N1CCC(C(=O)NCc2ccc3c(c2)OCO3)CC1	-4	-1	4	1	-8	2	8	0.92
COc1ccc(-c2ccc(-c3nnc(-c4cc(OC)ccc4OC)o3)cc2)cc1	-22	-18	-12	1.2	-2	-3	2	0.98
N#CCCN(C(=O)COc1ccc(C#N)cc1)c1ccc(F)cc1	-11	-13	1	1.1	0	1	-10	1.1
